Screening data deposited in PubChem BioAssay by several laboratories.
m5-HT2A agonist = activates the mouse 5-HT2A serotonin receptor. P35363. CHO-K1 mHTR2A beta-arrestin complementation, luminescence; percent of 30 µM serotonin response. activation, % at 7.6 µM. 0.66% of 360,000 active. AID 624169;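 active = activation above a run cutoff, the mean activation of all tested compounds plus 3 SD, cut at about 14% in these data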;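 note: 0% = plate median of compound wells and 100% = 30 µM serotonin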
CaV13 FRET inh = Disruptors of the CACNA1D IQ motif to Ca2+-dependent inactivation inhibitor domain association, primary screening, Förster resonance energy transfer in intact living …; HEK cells, CFP/YFP FRET ICDI-IQ, plate reader, 10 min; percent FRET-ratio fall versus neutral wells; inhibition, % at 12.3 µM; 0.098% of 340,000 active;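 active = mean replicate inhibition of at least 30% and at least 1% of replicates passing that level; inconclusive = only one of the two criteria is met; inactive = neither criterion is met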;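 note: 0% = median of the neutral control wells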
Exocytosis inh = lytic granule exocytosis inhibition; inhibition, % at 10 µM; AID 651702; TALL-104 LAMP-1 surface exposure, flow cytometry; cells stimulated with thapsigargin and PMA; 0.66% of 360,000 active;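 active = inhibition above about 55%, limit read from the data; inconclusive = no clear call, values can overlap the other calls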
MC4R antag cAMP = antagonists of human melanocortin 4 receptor (MC4R); P32245; MC4R-expressing cells, MTII-stimulated cAMP, LANCE TR-FRET; inhibition, % at 6.5 µM; 0.48% of 360,000 active;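 active = inhibition above its plate's cutoff, the mean of tested wells on that plate plus 3 SD, cut at about 29% in these data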;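 note: 0% = Melanotan II alone and 100% = Melanotan II plus saturating MCL0020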
Target sequence (P32245 whole entry, looked up): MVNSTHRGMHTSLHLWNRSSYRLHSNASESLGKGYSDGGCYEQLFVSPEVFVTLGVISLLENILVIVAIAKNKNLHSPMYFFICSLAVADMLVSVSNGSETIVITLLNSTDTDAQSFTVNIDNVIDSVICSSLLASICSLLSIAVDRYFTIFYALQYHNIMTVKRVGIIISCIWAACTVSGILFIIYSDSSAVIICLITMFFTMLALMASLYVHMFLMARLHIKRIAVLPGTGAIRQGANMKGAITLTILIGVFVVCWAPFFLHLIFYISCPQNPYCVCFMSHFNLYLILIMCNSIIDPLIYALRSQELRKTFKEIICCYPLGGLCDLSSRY
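System – human MC4R-expressing U2OS cells · Also added – Melanotan II · Dosing – one concentration, 6.5 µM nominal · Timing – 30-min compound, 1-h challenge, 1-h detection, room temperature · Measured by – Eu-cAMP/anti-cAMP TR-FRET, emission 671 nm · Replicates – singlicate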
MC4R ag barr = agonists of human melanocortin 4 receptor (MC4R) beta-arrestin; P32245; U2OS MC4R beta-arrestin complementation, luminescence; percent of melanotan II response, DMSO zero; activation, % at 8.9 µM; 0.98% of 360,000 active;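 active = activation above a per-plate cutoff, the mean activation of sample wells on that plate plus 3 SD, cut at about 8% in these data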
H9c2 protect = protects H9c2 cardiomyocytes from peroxide injury; H2O2 injury protection, ATPLite, 2 h; 0.63% of 360,000 active; AID 588492; protection from H2O2 cell death, % at 20 µM;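 active = compounds giving at least 50% protection of heart cells from peroxide-induced death in the single-dose screen, raw or plate-pattern-corrected value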;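 note: 0% = DMSO wells with peroxide and 100% = DMSO wells without peroxide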
Glyco luc inh = blocks N-linked glycosylation in D54 reporter cells; reporter increase, % at 12.5 µM; D54 ERlucT glycosylation luciferase reporter, 24 h; percent of 100 nM tunicamycin response; 0.23% of 360,000 active;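 active = mean luciferase reporter signal, scaled so untreated is 0 and the glycosylation-blocking control 100, at or above a set limit in every replicate; inconclusive = mean reaches the limit but not every replicate does; inactive = mean below the limit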;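 note: luciferase carries N-glycosylation sites so blocking glycosylation raises the light; 0% = median of neutral control wells and 100% = median of 100 nM tunicamycin wells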
PDI inh = PDI (human) enzyme inhibition; 0.052% of 350,000 active; AID 588391; PDI insulin aggregation turbidity, A650, 90 min; inhibition, % at 10 µM;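 active = mean inhibition across replicates of 30% or more, whatever share of single replicates reach that level; inconclusive = mean inhibition below 30% while every single replicate reaches 30%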;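 note: absorbance from insulin aggregation driven by PDI reduction with DTT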
Target sequence (P07237 whole entry, looked up): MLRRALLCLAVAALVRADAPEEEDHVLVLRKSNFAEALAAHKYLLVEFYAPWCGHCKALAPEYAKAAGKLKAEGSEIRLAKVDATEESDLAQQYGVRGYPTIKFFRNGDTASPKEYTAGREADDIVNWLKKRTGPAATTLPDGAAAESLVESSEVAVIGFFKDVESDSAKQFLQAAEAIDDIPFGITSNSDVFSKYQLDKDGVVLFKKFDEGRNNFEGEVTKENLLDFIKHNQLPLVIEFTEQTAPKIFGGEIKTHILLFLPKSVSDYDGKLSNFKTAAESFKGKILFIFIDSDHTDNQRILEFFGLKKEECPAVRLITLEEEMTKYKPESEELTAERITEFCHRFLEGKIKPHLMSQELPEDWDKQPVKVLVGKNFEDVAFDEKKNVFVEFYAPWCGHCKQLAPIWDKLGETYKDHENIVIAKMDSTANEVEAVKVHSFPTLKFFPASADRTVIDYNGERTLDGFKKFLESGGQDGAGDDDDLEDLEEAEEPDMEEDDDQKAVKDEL
ABCB6 inh MLPCN = inhibitors of human ABC transporter ABCB6; Q9NP58; K562-ABCB6 porphyrin accumulation, flow cytometry, 1 h; hits give low values; fluorescence ratio to DMSO, % at 10 µM; 0.19% of 360,000 active;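 active = fluorescence ratio to DMSO below 75%, the collection mean minus 3 SD; inconclusive = too few cells collected in the well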;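 note: signal is porphyrin accumulated inside mitochondria; 100% equals median channel fluorescence of DMSO control wells; lower ratio means ABCB6 inhibition with less porphyrin fluorescence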
ABHD5-PLIN5 inh = blocks binding of human ABHD5 to perilipin-5; Q00G26+Q8WTS1; Split G. princeps luciferase complementation, luminescence, 4 h; inhibition, % at 4 µM; 0.78% of 360,000 active; AID 602281;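 active = inhibition above the mean inhibition across every tested compound plus 3 SD, cut at about 22% in these data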;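 note: 0% = DMSO only wells and the 100% control is not disclosed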
Starred values were filed as active, the others as inactive; ? = inconclusive; nt = not tested or not shown. Outcome played no part in choosing rows; overall some 4.2% were active at least once.

SMILES	m5-HT2A agonist	CaV13 FRET inh	Exocytosis inh	MC4R antag cAMP	MC4R ag barr	H9c2 protect	Glyco luc inh	PDI inh	ABCB6 inh MLPCN	ABHD5-PLIN5 inh
Cc1ccc(C(=O)C[n+]2cccc3cc(C)ccc32)cc1	-4	-38	-9	4	-0.6	-8	-3	1	433	5
CCOc1cc(C2NC(=O)CCC2[N+](=O)[O-])cc(Br)c1OCC (configuration not stated)	1	-2	-5	15	1.1	16	1	2	100	-8
CCOc1ccc(Cc2nnc(SCC(=O)c3ccc(OC)cc3)o2)cc1	-1	-9	2	14	-1.7	-10	-2	5	94	0
Cc1ccc(-c2nc3c(c(=O)c4ccccc4n3C)c(=O)n2Cc2ccco2)cc1	8	-5	-4	17	7.4	11	-1	3	104	37*
CC(C)Oc1ccc(S(=O)(=O)N2CCOCC2)cc1NC(=O)c1cc([N+](=O)[O-])ccc1N1CCOCC1	12	nt	-4	15	-3.1	10	2	-7	105	4
O=C1NC(c2ccc(F)cc2)Oc2ccccc21 (configuration not stated)	0	-5	0	10	-0.5	26	4	-3	93	0
Cc1ccc(N2CC(C(=O)N3CCCc4ccccc43)CC2=O)cc1 (configuration not stated)	1	-10	-6	0	-0.8	12	-1	15	102	-1
CCC(C)C(=O)Nc1cc([N+](=O)[O-])ccc1Cl (configuration not stated)	-1	-3	0	6	-2.3	0	2	-1	103	-1
NC(=O)C1CCCN(C(=S)NCc2ccc3c(c2)OCO3)C1 (configuration not stated)	4	-5	-2	0	-3.8	7	3	10	98	3
CC(NC(=O)c1ccc2c(c1)S(=O)(=O)N=C1CCCCCN12)c1ccc(S(N)(=O)=O)cc1 (configuration not stated)	-2	-6	-2	-5	-1.4	4	2	1	102	-9
O=C(NCc1cn2ccccc2n1)C1CCC(=O)N(Cc2ccccc2F)C1 (configuration not stated)	3	-3	-2	13	1.5	4	1	-1	98	3
c1csc(-c2nnsc2-c2nc3ccccc3[nH]2)c1	-5	-6	1	7	-0.9	8	1	10	95	-4

12 compounds from above, ordered by molar mass, low to high:
SMILES	m5-HT2A agonist	CaV13 FRET inh	Exocytosis inh	MC4R antag cAMP	MC4R ag barr	H9c2 protect	Glyco luc inh	PDI inh	ABCB6 inh MLPCN	ABHD5-PLIN5 inh
O=C1NC(c2ccc(F)cc2)Oc2ccccc21 (configuration not stated)	0	-5	0	10	-0.5	26	4	-3	93	0
CCC(C)C(=O)Nc1cc([N+](=O)[O-])ccc1Cl (configuration not stated)	-1	-3	0	6	-2.3	0	2	-1	103	-1
Cc1ccc(C(=O)C[n+]2cccc3cc(C)ccc32)cc1	-4	-38	-9	4	-0.6	-8	-3	1	433	5
c1csc(-c2nnsc2-c2nc3ccccc3[nH]2)c1	-5	-6	1	7	-0.9	8	1	10	95	-4
NC(=O)C1CCCN(C(=S)NCc2ccc3c(c2)OCO3)C1 (configuration not stated)	4	-5	-2	0	-3.8	7	3	10	98	3
Cc1ccc(N2CC(C(=O)N3CCCc4ccccc43)CC2=O)cc1 (configuration not stated)	1	-10	-6	0	-0.8	12	-1	15	102	-1
O=C(NCc1cn2ccccc2n1)C1CCC(=O)N(Cc2ccccc2F)C1 (configuration not stated)	3	-3	-2	13	1.5	4	1	-1	98	3
CCOc1ccc(Cc2nnc(SCC(=O)c3ccc(OC)cc3)o2)cc1	-1	-9	2	14	-1.7	-10	-2	5	94	0
CCOc1cc(C2NC(=O)CCC2[N+](=O)[O-])cc(Br)c1OCC (configuration not stated)	1	-2	-5	15	1.1	16	1	2	100	-8
Cc1ccc(-c2nc3c(c(=O)c4ccccc4n3C)c(=O)n2Cc2ccco2)cc1	8	-5	-4	17	7.4	11	-1	3	104	37*
CC(NC(=O)c1ccc2c(c1)S(=O)(=O)N=C1CCCCCN12)c1ccc(S(N)(=O)=O)cc1 (configuration not stated)	-2	-6	-2	-5	-1.4	4	2	1	102	-9
CC(C)Oc1ccc(S(=O)(=O)N2CCOCC2)cc1NC(=O)c1cc([N+](=O)[O-])ccc1N1CCOCC1	12	nt	-4	15	-3.1	10	2	-7	105	4

Later entries.
SMILES	m5-HT2A agonist	CaV13 FRET inh	Exocytosis inh	MC4R antag cAMP	MC4R ag barr	H9c2 protect	Glyco luc inh	PDI inh	ABCB6 inh MLPCN	ABHD5-PLIN5 inh
O=C(Cc1ccccc1)N/N=C/c1cc2c(cc1Cl)OCO2	5	-4	5	18	5.7	-14	-3	-8	98	3
COc1ccc(NS(=O)(=O)c2cc(OC)ccc2OC)cc1	-1	-2	-2	0	0.4	1	0	11	98	6
COc1ccc([C@H]2CC(=O)C=C(c3ccc(CNC(=O)OC(C)(C)C)cc3)C2)cc1	-1	-8	-10	6	-0.8	-20	-7	4	89	6
Cc1ccc(S(=O)(=O)N2CN(Cc3ccco3)c3nc4ccccc4nc32)cc1	-2	nt	0	1	-2.8	-7	-2	-1	118	7
CC1(C)CC(Cc2ccc(C(F)(F)F)cn2)N(C(=O)OC(C)(C)C)C1 (configuration not stated)	6	-5	4	nt	nt	nt	nt	nt	nt	1
Nc1ccc2c(c1)Cc1cc(Cl)c(Cl)cc1-2	0	-6	6	-5	1.1	-12	2	0	100	-3
Cc1ccc(CNC(=O)C(CC(C)C)OC(=O)c2ccco2)cc1 (configuration not stated)	5	-5	-3	0	1.1	2	0	-7	91	3
O=C(C1CCCO1)N1CCN(C(=S)Nc2ccc(F)c(Cl)c2)CC1 (configuration not stated)	-1	-6	-1	4	-4.1	-9	1	6	97	-4
COc1ccc(-n2c(CCc3ccccc3)n[nH]c2=S)cc1	1	-5	-6	-5	-3.6	5	2	1	96	-5
CC1(C)CC2CC(C)(CN2/C=C2/CCCCC2=O)C1 (configuration not stated)	0	-3	-4	8	-1.5	4	0	-4	97	0
CCOC(=O)CNC(=O)CSc1ncnc2c1nnn2-c1ccc(F)cc1	6	nt	-1	2	0.4	-27	4	0	115	5
CN(C)c1ccc(CN(C(=O)c2cc3ccccc3oc2=O)C2CCS(=O)(=O)C2)cc1 (configuration not stated)	12	-16	-5	13	-0.6	-1	1	8	92	1
COc1cccc(/C=C/C(=C2/C(=O)N(c3ccccc3)N=C2C)c2ccc(Br)cc2)c1OC	0	nt	-8	0	-3.5	-1	1	-3	94	4
CCOC(=O)C1=CCN(S(=O)(=O)c2ccccc2F)C1c1ccc(F)cc1 (configuration not stated)	4	-6	-2	nt	nt	4	-2	nt	96	-10
COc1cc(CCCN2C(=S)NC[C@@H]2Cc2ccccc2)cc(OC)c1OC	7	-10	-2	8	0.1	-1	-3	-9	101	1
CC1(C)CC(CC(=O)O)(c2ccc(Cl)cc2)CCO1 (configuration not stated)	1	-5	-2	13	3.0	-7	2	-6	102	-5
O=C(CCc1c[nH]c2ccccc12)NN1C(=O)NC2(CCCCC2)C1=O	7	-2	4	-2	-0.2	-7	2	11	95	-3
Cc1ccc(C(=O)Nc2nc3ccc(S(C)(=O)=O)cc3s2)cc1C	-2	-16	13	3	0.4	-3	0	-4	91	-3
Cc1cccc(-c2nc(CS(=O)CC(=O)N3CC(C)CC(C)C3)c(C)o2)c1 (configuration not stated)	3	-3	13	0	-0.9	-3	3	5	95	13
CSc1ccccc1NC(=O)c1cccnc1	3	-4	0	15	-0.3	7	1	0	101	0
CN(C(=O)COC(=O)c1cccc(S(=O)(=O)N2CCOCC2)c1)C1CCS(=O)(=O)C1 (configuration not stated)	1	nt	1	-4	-3.6	8	2	1	101	9
O=C(Cn1c(=O)n(Cc2ccc3c(c2)OCO3)c(=O)c2ccccc21)N1CCCc2ccccc21	-1	-2	2	6	-0.7	7	-6	-5	90	4
CCOc1ccc(CN(Cc2ccco2)S(=O)(=O)c2ccc(-n3cnnn3)c(OC)c2)cc1	-1	-5	1	17	-1.4	-5	-4	5	96	3
Cc1cccc(NC(=O)c2ccccc2C(=O)O)c1	2	-6	-2	-5	-0.9	-3	2	1	97	4
O=[N+]([O-])c1cc(C(F)(F)F)c(Cl)cc1N1CCN(CCO)CC1	-3	-12	-15	4	-0.1	-3	-2	-7	96	6
O=c1cc(CN2CCCCCC2)nc2sccn12	-2	-1	-3	3	0.0	-4	-1	6	97	-8
CCn1c2ccccc2c2cc(NC(=O)COC(=O)c3ccccc3F)ccc21	2	-5	0	12	9.8*	-5	?	-5	98	0
O=C1CCCC2=C1C1(CCCC1)N=C(Nc1nc3ccccc3s1)N2	-1	-7	3	10	0.2	-1	2	-5	98	2
Cc1cc(S(=O)(=O)NCc2ccccc2)ccc1OCC(=O)NCc1cccnc1	-1	-4	9	3	-0.9	-2	1	11	90	1
CC1CC(C)(C)OC(C[N+]2(C)CCCCC2)O1 (configuration not stated)	-4	-5	3	0	-1.2	3	0	2	99	-12
CC(C)N(c1ccccc1)c1ccc(NC(=O)[C@@H]2O[C@H](CO)[C@@H](O)[C@H]2O)cc1	3	-5	1	-1	-1.5	-2	-1	2	92	3
CCOC(=O)N1CCC(NC(=O)c2oc3c(F)cccc3c2C)CC1	-1	-5	0	-2	-1.8	2	2	5	96	0
Cc1ccc(S(=O)(=O)NCCC(c2ccccc2)c2ccco2)cc1 (configuration not stated)	-1	-6	2	9	0.1	-4	-3	-2	93	-3
O=C(O)c1cc(N2C(=O)CCC2=O)ccc1NCc1cccnc1	0	2	0	11	0.9	4	1	3	103	-9
Cc1ccc(NC(=O)CN(C)C(=O)c2ccc(NC(=O)CC3SC(N4CCCC4)=NC3=O)cc2)cc1 (configuration not stated)	-7	-6	-1	-9	-0.5	3	-2	8	99	9
COc1cc(C(=O)O)ccc1O	28*	-9	7	1	-0.8	10	-1	-2	100	4
Cc1cc(OCC(=O)OCC(=O)N2CCCCC2)ccc1Cl	-6	-7	-4	11	-0.1	9	0	-7	97	-3
COC(=O)C(CC(=O)c1ccc(Cl)cc1)c1ccccc1 (configuration not stated)	-2	-10	-2	0	0.7	-6	-5	0	107	-9
O=C(COC(=O)/C=C/c1ccc(F)cc1)NC1CCCCCC1	1	-6	-6	0	-0.7	3	1	-11	99	5
Cc1[nH]c(=S)[nH]c(=O)c1Cc1ccccc1	-4	-6	-2	3	-1.2	-3	3	-6	98	9
